Screening results (PubChem)
TbREL1 primary: TbREL1 inhibition, primary screen. P86926. TbREL1 RNA ligation, FRET fluorescence. inhibition, % at 9.66 µM. 89,000 compounds, 0.49% hits. AID 1117264;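 active = inhibition above the mean inhibition across all screened compounds plus 3 SD, cut at about 11% in these data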;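 also: 0% = plate median of test wells and 100% = NSC42067 control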
Target sequence (P86926 whole entry, looked up): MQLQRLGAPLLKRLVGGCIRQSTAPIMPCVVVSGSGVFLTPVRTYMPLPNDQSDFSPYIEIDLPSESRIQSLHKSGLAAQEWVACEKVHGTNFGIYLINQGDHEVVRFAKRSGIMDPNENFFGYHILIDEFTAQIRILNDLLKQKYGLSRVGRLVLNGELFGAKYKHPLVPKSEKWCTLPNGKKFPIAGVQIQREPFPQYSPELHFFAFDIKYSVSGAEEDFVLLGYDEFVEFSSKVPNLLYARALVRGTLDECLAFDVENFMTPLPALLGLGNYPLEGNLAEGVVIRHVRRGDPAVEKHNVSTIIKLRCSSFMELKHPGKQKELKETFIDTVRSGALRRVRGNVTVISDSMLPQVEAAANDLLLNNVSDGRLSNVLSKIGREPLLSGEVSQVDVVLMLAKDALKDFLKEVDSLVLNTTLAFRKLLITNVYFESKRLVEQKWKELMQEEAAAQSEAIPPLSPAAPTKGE
Active calls of the source: *. Only part of the results is shown, so the mix of outcomes need not match the whole.

SMILES | TbREL1 primary
CC(C)(C)C(=O)Cn1ncc(N2CCOCC2)c(Br)c1=O | 4
O=C(Nc1ccc(F)cc1)c1sccc1SCc1cccc(C(F)(F)F)c1 | 10
COc1ccc(S(=O)(=O)N2CCCC(C(=O)O)C2)cc1Cl (configuration not stated) | 0
COc1ccc2c(c1)CCCN2C(=O)C1CCCN(S(=O)(=O)c2ccc(Cl)s2)C1 (configuration not stated) | -4
CC(C)(C)NC(=O)NC(=O)COC(=O)COc1ccc2c(c1)CCC2 | -1
Cc1cccc(/C=N/n2c(-c3ccncc3)n[nH]c2=S)c1 | -8
COc1ccc(OC)c(NC(=O)C2C3C=CC(C3)C2C(=O)NCc2ccccn2)c1 (configuration not stated) | -6
CC12CCC(C1)C(C)(C)C2NS(=O)(=O)c1ccc(F)cc1 (configuration not stated) | -1
NC(=O)[C@@H]1CCOc2c(I)cc([N+](=O)[O-])cc2C(=O)N[C@@H](CO)C(=O)NCC(=O)N1 | 4
CCOC(=O)C1CCN(C(=O)c2ccc(Br)o2)CC1 | 2

6 compounds out of the list above, arranged by the number in TbREL1 primary, low to high.
SMILES | TbREL1 primary
Cc1cccc(/C=N/n2c(-c3ccncc3)n[nH]c2=S)c1 | -8
COc1ccc2c(c1)CCCN2C(=O)C1CCCN(S(=O)(=O)c2ccc(Cl)s2)C1 (configuration not stated) | -4
CC12CCC(C1)C(C)(C)C2NS(=O)(=O)c1ccc(F)cc1 (configuration not stated) | -1
COc1ccc(S(=O)(=O)N2CCCC(C(=O)O)C2)cc1Cl (configuration not stated) | 0
CCOC(=O)C1CCN(C(=O)c2ccc(Br)o2)CC1 | 2
NC(=O)[C@@H]1CCOc2c(I)cc([N+](=O)[O-])cc2C(=O)N[C@@H](CO)C(=O)NCC(=O)N1 | 4

Carrying on.
SMILES | TbREL1 primary
O=C1C(=O)N(C2CCS(=O)(=O)C2)C(c2cccc(O)c2)/C1=C(/O)c1ccc(Cl)cc1 (configuration not stated) | -1
COCCN(CC(=O)Nc1cccc(C)c1C)C(=O)c1ccc2ccccc2n1 | -2
COc1cccc(NC(=O)CSc2nnc(COc3ccc4c(c3)CCCC4)o2)c1 | -5
CCc1ccc(CC)c(S(=O)(=O)Nc2ccc(C(=O)O)c(O)c2)c1 | 1
CC(C)c1ccc(C(=O)N2CCCN(C(=O)c3ccc(C(C)C)cc3)CC2)cc1 | -2
CCn1c(SCC(=O)Nc2ccc3c(c2)OCO3)nnc1C1CC1 | 1
Cc1nc2ccccc2nc1OCC(=O)NCc1ccc2c(c1)OCO2 | -1
CCOC(=O)[C@H]1[C@H]2COc3ccccc3[C@@H]2N2C(=O)c3c(C)cc(C)cc3NC(=O)[C@@]12C | 4
Cc1ccc2c(C)c(C(=O)Nc3cccnc3)oc2c1 | 0
CC1CN(C(=O)C(C)Sc2nnnn2C)CC(C)O1 (configuration not stated) | 3
COc1ccc(NC(=O)CCNC(=O)c2ccccc2)cc1S(N)(=O)=O | -1
CN(c1ccccc1)S(=O)(=O)c1cccc(NC(=O)Cn2cnc3ccccc3c2=O)c1 | 2
Cc1ccc2c(c1)[C@H]1[C@H](CO2)[C@H](c2ccccc2)[C@]2(C)C(=O)Nc3cc(F)ccc3C(=O)N12 | 0
O=C(c1ccccc1Nc1ccc(SC(F)F)cc1)N1CCCCC1 | -2
Cc1ccc(NC(=O)CN2CCN(C)CC2)cc1S(=O)(=O)N1CCOCC1 | 1
C=CCSc1ncc(CO)n1Cc1ccccc1 | -3
Cc1nn(CC(=O)Nc2ccc(C(C)C)cc2)c(C)c1[N+](=O)[O-] | -2
CCc1nnc(NC(=O)C(CC)CC)s1 | 0
O=C(O)c1ccc(C(=O)Nc2ccc(F)cc2)cc1 | 1
CCOc1ccc(NC(=O)c2ccc3c(=O)n(-c4ccc(OC)cc4OC)c(=S)[nH]c3c2)cc1 | -6
Cc1ncc(CN2CCC(CO)(Cc3ccccc3)CC2)s1 | -1
C[C@H](CO)N1C[C@H](C)[C@@H](CN(C)C(=O)Nc2ccccc2)Oc2ccc(NC(=O)Nc3ccc4c(c3)OCO4)cc2C1=O | 4
O=C(Nc1nccs1)c1ccc(CSc2ccccc2)o1 | 2
COCCn1c(C)cc(C2=NNC(=Nc3ccccc3)SC2)c1C | -3
O=C(NNc1c(Cl)cccc1Cl)C1CCC1 | 0
CCn1c(=O)cc(OCC(=O)N2CCN(C(=O)c3ccco3)CC2)c2ccccc21 | 3
Nn1c(=O)[nH]c2c([nH]c3ccccc32)c1=O | -1
Cc1ccc(-c2nnc(SCC(=O)NC(=O)Nc3ccc(C)cc3C)n2N)cc1 | -1
O=c1[nH]c(CN2CCN(S(=O)(=O)/C=C/c3ccccc3)CC2)nc2cc(Cl)ccc12 | -3
CON(C)S(=O)(=O)NC(=O)C1=C(N2CCCC2)COC1=O | -1
Cc1cc(-n2c(C)cc(C(=O)COc3ccccc3[N+](=O)[O-])c2C)no1 | -3
CC(=O)OC[C@H]1O[C@@H](Oc2cc(O)cc3oc(-c4ccc(O)cc4)cc(=O)c23)[C@H](O[C@@H]2O[C@@H](C)[C@H](O)[C@@H](O)[C@H]2O)[C@@H](O)[C@@H]1O | -1
C[N+](C)(C)CCOC(=O)C1(c2ccccc2)CCCC1 | -4
CCNC(=O)C(Cc1ccccc1)NC(=O)OCc1ccccc1 (configuration not stated) | -1
O=C(CCCCCN1C(=O)C2C3C=CC(C3)C2C1=O)N1CCN(c2ncccn2)CC1 (configuration not stated) | -5
COc1ccc(NC(=O)CSc2ncnc3c2cnn3Cc2ccccc2)cc1OC | 1
O=C1/C(=C/c2cccnc2)Cc2ccc(Cl)cc21 | 1
Cc1ccc(C2NNC(=O)C2NC(=O)c2ccccc2)cc1 (configuration not stated) | -2
Brc1ccc(-n2c(SCc3nc4ccccc4[nH]3)nnc2-c2ccncc2)cc1 | -1
O=c1cnn(Cc2ccc(Cl)c(Cl)c2)c2ccccc12 | -1
CC(Sc1nnc(-c2cccnc2)o1)C(=O)NC1CCCC1 (configuration not stated) | 6
Cc1ccc([C@H]2C(C(=O)O)=CCN2S(=O)(=O)c2ccc(C)cc2)cc1 | 0
O=C(Nc1cccc(F)c1)O[C@@H]1CC[C@@]23CCCN2C(=O)CCC[C@H]3C1 | -1
COc1ccc(C2=Nn3c(nnc3-c3ccccc3OC)SC2)cc1OC1CCOC1 (configuration not stated) | -3
Cc1[nH]c2ccccc2c1C(=O)CSc1cccc[n+]1[O-] | -1
Cc1cc(Cl)cc(C)c1OCC(=O)O | 2
COC(=O)[C@]12CCCCC=C1N(Cc1ccco1)C(=O)[C@H](CC(=O)NCCc1ccccc1OC)C2 | 5
COc1ccc(-c2coc3c(CN4CCOCC4)c(O)ccc3c2=O)cc1 | -3
CC(C)C[C@@H]1COc2cc(N3CCC[C@@H]3CO)ccc2S(=O)(=O)N1 | 1
CCCCCn1c(N2CCN(Cc3ccccc3)CC2)nc2c1c(=O)[nH]c(=O)n2C | 0

(further entries)
SMILES | TbREL1 primary
Cn1c(=O)c2cc(S(=O)(=O)NCCC(=O)N3CC=C(c4ccccc4)CC3)ccc2n(C)c1=O | 4
CCOc1ccc(S(=O)(=O)N(CC)CC(=O)N2CCOCC2)cc1C | 2
COc1ccc(C(=O)/C=C/C(=O)N(Cc2ccccc2)C(C(=O)NC2CCCCC2)c2ccncc2)c(O)c1 (configuration not stated) | -2
COc1ccc2[nH]c(=O)c(CN(Cc3cccnc3)C(=S)NCC3CCCO3)cc2c1 (configuration not stated) | -5
Cc1ccc(C(=O)c2ccccc2C(=O)OCC(=O)N2C(C)CCCC2C)cc1 (configuration not stated) | -2
CCN(CC)C(=S)NC(=O)Cc1ccccc1 | -5
CCCN(C(=O)c1cc(Cl)nc2ccccc12)C1CCS(=O)(=O)C1 (configuration not stated) | 5
CC(C)OP(=O)(OC(C)C)C(Nc1ccccn1)c1ccc(F)cc1 (configuration not stated) | 0
COc1ccc(C2CC(=O)Oc3ccc(OC)cc32)cc1 (configuration not stated) | 2
O=C(CN1C(=O)/C(=C/c2ccccc2F)Sc2ccccc21)NCCCN1CCOCC1 | 2
CCOC(=O)c1sc2nc(C)nc(SC(C)C(=O)NC3CC3)c2c1C (configuration not stated) | -3
Cc1ccc(C(C)C)c(OCC(=O)N2CCOCC2)c1 | 7
O=C(CSc1nnc(Cn2c(=O)sc3ccccc32)n1-c1ccccc1)N1CCCCCC1 | 12*
Cc1ccc(CN(C(=O)c2ccco2)C(C(=O)NC2CCCC2)c2ccc(N3CCOCC3)cc2)cc1 (configuration not stated) | 0
CC1(C)CC(=O)C2=C(C1)NC(=O)CC2c1cccc(F)c1 (configuration not stated) | 1
Cc1ccc(NC(=O)c2cccc(-n3cnnn3)c2)cc1Cl | 3
O=C1CCc2cc(S(=O)(=O)NCCc3ccc(Cl)cc3)cc3c2N1CC3 | 3
COCCNC(=O)CCCn1c(=O)c2cc(OC)c(OC)cc2n(CC(=O)c2cccc(OC)c2)c1=O | -2
CC(=O)COc1ncn(-c2ccccc2)n1 | 6
O=C(c1cccnc1)N1C2C=CC(C2)C1(C(F)(F)F)C(F)(F)F (configuration not stated) | 1

A stretch from further up, for reference:
SMILES | TbREL1 primary
CCOC(=O)c1sc2nc(C)nc(SC(C)C(=O)NC3CC3)c2c1C (configuration not stated) | -3
Cc1ccc(C(C)C)c(OCC(=O)N2CCOCC2)c1 | 7
O=C(CSc1nnc(Cn2c(=O)sc3ccccc32)n1-c1ccccc1)N1CCCCCC1 | 12*
Cc1ccc(CN(C(=O)c2ccco2)C(C(=O)NC2CCCC2)c2ccc(N3CCOCC3)cc2)cc1 (configuration not stated) | 0
CC1(C)CC(=O)C2=C(C1)NC(=O)CC2c1cccc(F)c1 (configuration not stated) | 1
Cc1ccc(NC(=O)c2cccc(-n3cnnn3)c2)cc1Cl | 3
O=C1CCc2cc(S(=O)(=O)NCCc3ccc(Cl)cc3)cc3c2N1CC3 | 3

Next section:
SMILES | TbREL1 primary
C=CCc1ccccc1OCC(O)CN1CCN(c2ccccc2F)CC1 (configuration not stated) | -2
CSc1ccc(C=NNC(=O)c2cc(-c3ccc(Cl)cc3)n[nH]2)cc1 | 1
Cc1ccc(CNC(=O)N[C@@H](Cc2ccccc2)C(=O)O)cc1 | 2
COc1cc(OC)c(C(=O)Nc2cc(Cl)ccc2-n2cncn2)cc1OC | -3
Cc1ccc(OCCSc2nnc(-c3ccncc3)n2C)cc1 | -2
O=C(O)c1ccc(NCc2cccnc2)c([N+](=O)[O-])c1 | 1
CCOC(=O)Cc1csc(NC(=O)Cc2ccc(Br)cc2)n1 | 3
COc1cccc(Nc2nc3ccccc3n3nnnc23)c1 | -3
C/C(=N\Nc1cc(Cl)nc(C)n1)c1ccccc1 | -1
CN1/C(=C/C(=O)COC(=O)CN2C(=O)C3CC=CCC3C2=O)C(C)(C)c2ccccc21 (configuration not stated) | -8
CC(C)COc1ccc(C(=O)OCC(=O)NCCC2=CCCCC2)cc1 | -1
COc1ccc(Cl)c(S(=O)(=O)N2CCCC2)c1 | 3
COc1ccc(OC)c(NC(=O)c2ccccc2SC)c1 | 0
COC(=O)c1ccccc1NC(=O)c1ccc(COc2ccc(C)c(C)c2)o1 | 6
C[C@H]1CCCN1c1cccc2c1S(=O)(=O)N1CC[C@H](C1)O2 | 6
NC(=O)C1CCN(C(=O)c2cc(S(=O)(=O)N3CCOCC3)c(Cl)cc2Cl)CC1 | 0
CCn1c(SCC(=O)Nc2ccc(N3CCOCC3)c(Cl)c2)nnc1-c1ccc(N)cc1 | -3
Cc1ccccc1NC(=O)Cc1nc(COC(=O)COc2ccccc2C(C)C)cs1 | 8
CC(C)(C)c1cc(NC(=O)Nc2ccc(Br)cc2Cl)no1 | 4
CCN(Cc1ccccc1)C(=O)CSc1ncn[nH]1 | 0

Sorted by heavy-atom count (highest first): some entries from above.
SMILES | TbREL1 primary
CCn1c(SCC(=O)Nc2ccc(N3CCOCC3)c(Cl)c2)nnc1-c1ccc(N)cc1 | -3
Cc1ccccc1NC(=O)Cc1nc(COC(=O)COc2ccccc2C(C)C)cs1 | 8
NC(=O)C1CCN(C(=O)c2cc(S(=O)(=O)N3CCOCC3)c(Cl)cc2Cl)CC1 | 0
C[C@H]1CCCN1c1cccc2c1S(=O)(=O)N1CC[C@H](C1)O2 | 6
CCN(Cc1ccccc1)C(=O)CSc1ncn[nH]1 | 0

More compounds follow.
SMILES | TbREL1 primary
Clc1ccc(CSc2nncn2-c2ccc3c(c2)OCCO3)cc1 | 2
Nc1c(S(=O)(=O)c2ccccc2)nnn1-c1ccccc1 | 0
Cc1ccc(S(=O)(=O)N2CCC(=O)N(C(COC(=O)Nc3ccccc3)Cc3ccccc3)CC2)cc1 (configuration not stated) | 3
Cn1c(SCC(=O)N2CCOCC2)nc2c(c1=O)SCC2 | 2
CN(C)c1ncc(C(=O)O)cn1 | 2
COc1ccc(/C=C(/NC(=O)c2ccc(OC)cc2)C(=O)NCCc2c[nH]c3ccccc23)cc1 | -3
Cc1ccc(-c2nc(NC(=O)c3cc(C(C)(C)C)nn3C)sc2C)cc1Cl | 3
O=C(CN(C(=O)c1csnn1)c1cccc(Cl)c1)NC1CCCCC1 | -1
CC(/C=C/C=C/c1ccccc1)=N/NC(=O)C(O)c1ccccc1 (configuration not stated) | 5
COC(=O)C1=C(C)N(Cc2ccc(F)cc2)C(=S)NC1c1cccc(Cl)c1 (configuration not stated) | -6
Cc1ccc(S(=O)(=O)Nc2ccc3c(c2)C(=O)N([C@@H](C)CO)C[C@@H](C)[C@@H](CN(C)C(=O)NC(C)C)OCCCC[C@H](C)O3)cc1 | 0
O=[N+]([O-])c1ccc(COc2ccccc2CO)cc1 | -1
O=C(c1ccccc1)N1CCN(C(=O)c2nn3c(C(F)(F)F)cc(-c4ccco4)nc3c2Cl)CC1 | -4
CCCCCNC(=O)c1cccnc1SCC(=O)Nc1ccccc1OC | 0
Cc1nc(C(=O)Nc2ccccc2)sc1C(=O)Nc1ccccc1 | -3
O=C(c1ccco1)N1CCC(c2nc3c(nnn3Cc3ccccc3Cl)c(=O)[nH]2)CC1 | 6
CCCCOc1ccc(C(=O)N/C(=C\c2ccc(OC)cc2)C(=O)OCc2ccco2)cc1 | 0
CCN(Cc1ccncc1)C(=O)c1cc(COc2c(C)cccc2C)on1 | -3
Cc1ccc2nc(-c3ccncc3)c(NC3CCCCC3)n2c1 | -3
CCN(CC)C(=O)C1=C(C)N(Cc2ccc(OC)cc2)C(=O)C(CC(=O)NCc2cccc3ccccc23)C1 (configuration not stated) | -2
CCOC(=O)N/N=C/c1c(F)cccc1F | 6
Cc1ccc(S(=O)(=O)c2nc(C(C)(C)C)oc2N2CCOCC2)cc1 | -1
